Compound activity: PubChem BioAssay, several laboratories
Phagocytosis inh – inhibitors of macrophage phagocytosis; J774A.1 macrophage IgG-bead phagocytosis, imaging; 0.07% of 110,000 active; inhibition, % at 5 µM;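 active = inhibition above the mean of the plate negative controls plus 5 SD, cut at about 13% in these data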;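 note: phagocytic index as fraction of beads internalized from green versus red external bead signal; plate controls were DMSO negative control for no effect and cytochalasin-D positive control for full effect; some results beyond the cut were filed as inactive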
E-sel TNF inh – TNF alpha driven E-selectin expression inhibition; AID 1246; 0.71% of 120,000 active; inhibition, % at 2 µM; HUVEC TNFa-induced E-selectin immunofluorescence, high content;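 active = inhibition above the batch mean plus 3 SD, and confirmed as a hit on visual image review, cut at about 43% in these data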;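 note: 0% = TNF-stimulated DMSO wells and 100% = unstimulated control wells; not every result past the cut was called active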
PTEN del growth – PTEN-deleted cell growth suppression; HCT116 PTEN-null viability, CellTiter-Glo, 60 h; active compounds read low; viability, % at 10 µM; 1.2% of 140,000 active;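 active = viability at or below a set limit, 4 SD under the median of all tested compounds, cut at about 3.7% in these data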;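 note: PTEN knockout HCT116 line with beta catenin targeted HCT116 as companion control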
MRP-1 activ – activators of MRP-1 | H69AR cells + doxorubicin, viability rescue, CellTiter-Glo | viability increase, % at 10 µM | 0.61% of 140,000 active;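 active = viability gain under doxorubicin at or above a set limit, the compound median plus 3 SD, cut at about 4.7% in these data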;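 note: MRP-1 overexpressing cells given doxorubicin 25 µM after compound pretreatment; 18-22 h compound pretreatment then 72 h with doxorubicin before readout; 0% = doxorubicin-only wells and 100% = vehicle-treated cells without doxorubicin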
GALR2 blocker – GALR2 (human) receptor antagonism; O43603; AID 828; inhibition, % at 4 µM; GALR2-expressing cells, antagonist mode; 0.39% of 140,000 active; in the data active = inhibition above about 27%;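 note: cells stimulated with galanin 1-16 at roughly its EC80; 0% = agonist challenge control and 100% = basal control without agonist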
Target sequence (O43603 whole entry, looked up): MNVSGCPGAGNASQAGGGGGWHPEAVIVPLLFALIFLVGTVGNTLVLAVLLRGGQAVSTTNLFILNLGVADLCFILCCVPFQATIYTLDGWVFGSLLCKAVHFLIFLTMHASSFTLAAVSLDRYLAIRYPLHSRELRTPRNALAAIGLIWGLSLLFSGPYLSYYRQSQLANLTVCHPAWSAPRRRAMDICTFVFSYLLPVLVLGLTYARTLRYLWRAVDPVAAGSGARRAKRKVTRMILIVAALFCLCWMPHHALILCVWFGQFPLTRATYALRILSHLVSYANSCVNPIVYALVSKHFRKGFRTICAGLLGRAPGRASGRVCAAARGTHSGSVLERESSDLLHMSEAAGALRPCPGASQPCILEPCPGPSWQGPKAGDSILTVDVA
NPY Y2 blocker – antagonists of human neuropeptide Y receptor Y2 | P49146 | NPY-Y2 expressing cells, antagonist mode | inhibition, % at 2.7 µM | 0.99% of 140,000 active | AID 793; in the data active = inhibition above about 17%;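 note: 0% = vehicle with agonist challenge and 100% = reference antagonist with challenge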
Target sequence (P49146 whole entry, looked up): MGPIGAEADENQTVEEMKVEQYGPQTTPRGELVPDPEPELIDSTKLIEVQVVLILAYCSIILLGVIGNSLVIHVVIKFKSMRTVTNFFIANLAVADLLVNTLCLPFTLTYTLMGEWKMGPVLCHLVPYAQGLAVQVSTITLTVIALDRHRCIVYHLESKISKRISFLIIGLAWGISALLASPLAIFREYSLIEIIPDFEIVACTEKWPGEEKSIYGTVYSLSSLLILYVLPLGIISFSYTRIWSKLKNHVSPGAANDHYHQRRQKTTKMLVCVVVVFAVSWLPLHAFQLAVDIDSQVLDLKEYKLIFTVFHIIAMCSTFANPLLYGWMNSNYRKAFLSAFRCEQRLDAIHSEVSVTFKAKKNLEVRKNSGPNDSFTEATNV
Yeast growth inh – yeast BB579 growth reduction in restrictive medium; S. cerevisiae BB579 growth, OD615, 48 h; inhibition, % at 10 µM; 0.51% of 140,000 active; AID 804;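 active = inhibition above a set limit, 3 SD over the mean compound inhibition, cut at about 44% in these data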; note: inactives centre near -24
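System: Saccharomyces cerevisiae DeaD strain BB579, replicative lifespan model yeast | Buffer or medium: Restrictive glucose-based CSMM-D medium | Times: 4 h preincubation and 48 h exposure at 30 °C | Detection: OD615 turbidity measurement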
Yeast life ext – yeast lifespan extension. S. cerevisiae growth with nicotinamide, OD615; deaD strain in restrictive glucose medium. 0.68% of 130,000 active. inhibition of the nicotinamide effect, % at 10 µM. AID 775;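 active = inhibition above a set limit, placed 3 SD over the median of all compounds, cut at about 26% in these data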;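 note: 0% = nicotinamide-treated wells and 100% = cells grown without nicotinamide; some compounds called inactive have numbers as strong as hits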
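Assay system: engineered S. cerevisiae DeaD replicative-lifespan strain, galactose-grown log-phase cells; Buffer or medium: CSMM-D glucose medium, restrictive; Probe or stimulus: nicotinamide 1.5 mM; Compound: single dose 10 µM compound, 0.25% DMSO; Schedule: 4 h preincubation then 48 h treatment at 30 °C; Technique: OD615 measurement.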
bCat KO growth – beta-catenin-lacking colon tumor cell growth suppression. HCT116 beta-catenin knockout viability, CellTiter-Glo, 60 h; active compounds read low. viability, % at 10 µM. 1.5% of 140,000 active. AID 818;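 active = viability at or under a set limit, the compound median less 4 SD, cut at about 6% in these data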;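 note: 0% = Hyamine 1622 control at 20 µM and 100% = untreated cell control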
Measles CPE – protection of cells from measles virus. Measles virus-infected cells, CPE protection, absorbance. protection (pct of control), % at 4 µM. 1.5% of 140,000 active. AID 841; in the data active = protection mostly above about 24%, no sharp cut-off; inactive = mostly below about 26%; note: some compounds called inactive have numbers as strong as hits
Starred values were filed as active, the others as inactive; nt = not tested or not shown. Hits appear at their usual frequency; 6.4% or so of the library scored in one or more.

entry | SMILES | Phagocytosis inh | E-sel TNF inh | PTEN del growth | MRP-1 activ | GALR2 blocker
1 | Cc1c(OCC(F)(F)F)ccnc1CS(=O)c1nc2ccccc2[nH]1 (stereo unspecified) | nt | nt | 99 | -1.1 | 4
2 | Cc1ccccc1-c1cc2c(nn1)-c1ccccc1C2=O | -1 | -6 | 4 | -4.1 | 14
3 | CCn1c(COc2ccccc2)nnc1SCC(=O)NC1CCCCC1 | 1 | 12 | 98 | 0.6 | 7
4 | Cc1ccc(C)c(S(=O)(=O)N/N=C2/CCCc3ccccc32)c1 | 0 | 20 | 75 | -0.8 | 0
5 | CC(=O)NCCOC(=O)Nc1ccncc1 | -2 | 32 | 98 | -0.6 | 1
6 | Cc1cccc(NC(=S)N2CCC(c3nc4ccccc4o3)CC2)c1C | nt | -36 | 78 | -1.5 | 9
7 | COC(=O)Cn1cnc2c(C#N)c3n(c2c1=O)CCCCC3 | -1 | 10 | 100 | -1.0 | -11
8 | CCOC(=O)C1CCCN(C(=O)c2cc3c(=O)n(C)c4ccccc4c3n2C)C1 (stereo unspecified) | 0 | 11 | 101 | -4.1 | 0
9 | CCOC(=O)CN(C(=O)CNC(=O)c1cccs1)C(C(=O)NC1CCCC1)c1cccnc1 (stereo unspecified) | 2 | nt | 89 | -3.4 | 9
10 | COc1ccc(NC(=O)C(CCSC)N2C(=O)c3ccccc3C2=O)cc1 (stereo unspecified) | nt | 23 | 87 | -1.0 | -3
11 | COC(=O)c1sccc1N/N=C/c1cccc(OC)c1O | -5 | nt | 74 | -1.6 | 9
12 | O=C(/C=C/c1ccc(Cl)c(Cl)c1)N1CCc2ccccc21 | -7 | nt | 95 | -0.1 | -7
13 | Cc1ccc2c(c1)C(=O)N(CCCCO)C2=O | -3 | nt | 97 | 1.1 | 8
14 | COc1ccc(-c2csc3nc(-c4cccnc4)nc(Cl)c23)cc1OC | -4 | nt | 16 | -5.8 | -2
15 | O=C(Cn1nnc2ccccc21)NCc1ccccc1 | 9 | -23 | 93 | -1.8 | 0

entry | NPY Y2 blocker | Yeast growth inh | Yeast life ext | bCat KO growth | Measles CPE
1 | -1 | -30 | 13 | 98 | 30
2 | 2 | 30 | -15 | 3.4* | 21
3 | 4 | -36 | -10 | 102 | 9
4 | 0 | -5 | -14 | 78 | 12
5 | 0 | -19 | 1 | 98 | 16
6 | 3 | 12 | -4 | 89 | 4
7 | 1 | -28 | -10 | 103 | 9
8 | 0 | -28 | -2 | 100 | 14
9 | 1 | -32 | -4 | 98 | 3
10 | 3 | 0 | -2 | 91 | 7
11 | 7 | -26 | -3 | 76 | 7
12 | 5 | -28 | 0 | 89 | 9
13 | 1 | -8 | -3 | 92 | 23
14 | 4 | 10 | -4 | 29 | 26
15 | 0 | -3 | -6 | 99 | 5

Next section
entry | SMILES | Phagocytosis inh | E-sel TNF inh | PTEN del growth | MRP-1 activ | GALR2 blocker
16 | O=C1CCC(=O)N1c1cccc(OS(=O)(=O)c2ccccc2)c1 | -3 | nt | 101 | -0.5 | 0
17 | Cc1cccc(OCCNC(=O)c2cccc(Oc3ccc(C(F)(F)F)cc3[N+](=O)[O-])c2)c1 | -8 | nt | 71 | 1.9 | -1
18 | CC1(C)CC(=O)c2c(nn(-c3ccccc3)c2-c2ccncc2)C1 | nt | -9 | 96 | -4.1 | 12
19 | Cc1cccc(N2CCCC2=Nc2ccc(Br)cc2C#N)c1 | 2 | -51 | 85 | -0.8 | 6
20 | CCOC(=O)c1nn(-c2ccc(C)cc2)cc1O | 1 | 14 | 99 | 2.4 | -6
21 | O=C(CC(NC(=O)c1ccccc1Cl)c1ccccc1)NCCc1ccc(Cl)cc1 (stereo unspecified) | 0 | -18 | 65 | -4.1 | -5
22 | COc1ccccc1NC(=O)NS(=O)(=O)c1ccc(C)cc1 | 1 | 7 | 92 | -1.3 | -1
23 | O=c1cc(-c2ccc(F)cc2F)[nH]c2ccccc12 | nt | nt | 86 | -0.9 | 6
24 | O=C(NC(=S)Nc1nc2c(s1)CSc1ccccc1-2)c1ccccc1 | -1 | 10 | 84 | -2.5 | 12
25 | CCOc1ccc(C(=O)N2CCN(Cc3ccccc3)CC2)cc1 | 1 | nt | 108 | -0.2 | 8
26 | CC(O)CN1C(=O)C(CC(=O)Nc2ccc(Cl)cc2)SC1=Nc1ccccc1 (stereo unspecified) | nt | 14 | 68 | -1.2 | -14
27 | CC(C)OC(=O)/C(=C/c1cccnc1)NC(=O)c1ccccc1 | -12 | nt | 85 | 0.7 | 1
28 | CNc1sc(C(=O)c2ccccc2F)c(N)c1-c1nc2ccccc2s1 | 0 | 1 | 82 | 6.8* | 4
29 | COc1ccccc1C(=O)Nc1cc2c(ccc3ccccc32)oc1=O | nt | 3 | 82 | -1.6 | 6
30 | CC(C)CCn1cnc2c1c(=O)n(C)c(=O)n2C | nt | 2 | 99 | -1.1 | -4

entry | NPY Y2 blocker | Yeast growth inh | Yeast life ext | bCat KO growth | Measles CPE
16 | 4 | -34 | 4 | 101 | 4
17 | 5 | -8 | 2 | 72 | 3
18 | 3 | -35 | nt | 99 | 15
19 | 5 | -12 | -6 | 91 | 2
20 | 0 | -42 | -18 | 90 | 8
21 | 3 | -9 | -3 | 64 | 41*
22 | 2 | -23 | -5 | 100 | 18
23 | 1 | -23 | 0 | 101 | 5
24 | 4 | -55 | 66* | 75 | 12
25 | 0 | -59 | -1 | 96 | 2
26 | -2 | -2 | -6 | 76 | 8
27 | 5 | -15 | 7 | 93 | 13
28 | -7 | -75 | -14 | 73 | 10
29 | 2 | -29 | -21 | 76 | 45
30 | 2 | -34 | nt | 101 | 14

(listing goes on)
entry | SMILES | Phagocytosis inh | E-sel TNF inh | PTEN del growth | MRP-1 activ | GALR2 blocker
31 | COC(=O)Nc1sc(C(=O)N(C)C)c(C)c1C(=O)OC | -5 | 13 | 95 | -2.1 | 0
32 | O=C(CCn1cccc1)Nc1ccccc1F | 0 | nt | 102 | 0.8 | -6
33 | Cc1cccc(OCCSc2nnc(-c3ccoc3C)n2C)c1 | -1 | 14 | 98 | 0.6 | -9
34 | Cc1ccccc1-c1ccc(Nc2ccc(C(=O)N3CCOCC3)cc2)nn1 | 3 | nt | 93 | -2.7 | 8
35 | CCOc1cc([C@H]2[C@@H]3CCCC[C@]3(O)CCN2CC(=O)NCc2ccco2)ccc1O | 0 | nt | 82 | -1.7 | -14
36 | Cc1cccc(C)c1NC(=O)CSc1nnc(CCCCCNC(=O)OC(C)(C)C)o1 | -1 | 6 | 101 | 0.7 | -11
37 | O=C(N1CCOCC1)N1CCN(c2ccccc2F)CC1 | 1 | -29 | 101 | -0.7 | -5
38 | Cc1ccc(C(=O)/C=C/Nc2ccc(S(=O)(=O)Nc3onc(C)c3C)cc2)cc1 | 4 | -2 | 93 | -1.4 | 8
39 | CC1CCCN(C(=O)Cc2ccc(F)cc2)C1 (stereo unspecified) | 1 | 11 | 95 | -0.6 | -15
40 | CSCCc1nc(SCC(=O)Nc2nnc(C)s2)[nH]c1C | -2 | 5 | 113 | -1.2 | -2
41 | COc1ccc2nc(NC(=O)C3CCN(S(=O)(=O)c4cccc5nsnc45)CC3)sc2c1 | nt | nt | 13 | -2.2 | -11
42 | Cc1onc(-c2ccccc2)c1C(=O)NNC(=S)NC(=O)/C=C/c1ccccc1 | -6 | nt | 18 | -1.7 | 1
43 | Cc1cc(C)c2cc(CN(CCO)C(c3nnnn3Cc3ccc(F)cc3)C(C)C)c(=O)[nH]c2c1 (stereo unspecified) | -2 | 53 | 37 | -2.7 | -4
44 | O=C(c1ccco1)N1CCN(C(=O)c2cc3sccc3n2Cc2ccccc2)CC1 | 0 | 12 | 77 | -3.6 | 14
45 | N#CC1=C(N)S[C@H](C(=O)C23CC4CC(CC(C4)C2)C3)[C@H]1c1ccncc1 | -1 | 12 | 74 | -0.7 | -23

entry | NPY Y2 blocker | Yeast growth inh | Yeast life ext | bCat KO growth | Measles CPE
31 | -1 | -33 | -12 | 99 | 26
32 | -2 | -26 | -5 | 99 | 32
33 | 4 | -14 | -12 | 81 | 20
34 | 2 | -41 | -6 | 99 | 23
35 | -3 | -20 | -14 | 89 | 20
36 | 3 | -9 | -4 | 95 | 18
37 | -2 | -12 | -11 | 89 | 5
38 | 2 | -25 | -4 | 101 | 12
39 | 3 | 1 | -6 | 99 | 5
40 | 3 | -2 | -4 | 100 | 4
41 | -2 | -39 | -21 | 12 | 1
42 | 2 | -13 | 0 | 18 | 17
43 | 2 | -20 | -1 | 34 | 7
44 | 2 | -60 | 17 | 82 | 18
45 | 5 | -43 | 3 | 83 | 13

Later entries:
entry | SMILES | Phagocytosis inh | E-sel TNF inh | PTEN del growth | MRP-1 activ | GALR2 blocker
46 | CCN1CCN(C(=O)/C=C/c2ccc(C)o2)CC1 | 1 | nt | 100 | 2.3 | -17
47 | CCn1c(CNC(=O)c2cccc(C)c2)nnc1SCC(=O)Nc1cccc(OC)c1 | -3 | -13 | 108 | -0.5 | -1
48 | COc1ccc2c(c1OC)C(=O)N1N=C(c3ccc(Cl)cc3)CC21 (stereo unspecified) | 0 | -39 | 86 | 0.0 | -5
49 | COc1ccc(NC(=O)/C=C/c2ccccc2)c([N+](=O)[O-])c1 | -9 | nt | 80 | -2.8 | -7
50 | O=C(COc1ccc(C(=O)NCCc2ccccc2)cc1)Nc1ccccc1 | -1 | nt | 90 | -3.2 | 6
51 | NC(=O)C1CCN(CCC(=O)Nc2cccc(Cl)c2)CC1 | 0 | nt | 97 | -2.7 | 9
52 | Cc1ccc(-n2c(-c3ccco3)nc3c(cnn3-c3ccc(C)cc3)c2=O)cc1 | 0 | nt | 91 | -1.8 | -3

entry | NPY Y2 blocker | Yeast growth inh | Yeast life ext | bCat KO growth | Measles CPE
46 | 0 | 15 | -3 | 97 | 5
47 | 4 | -16 | -9 | 103 | 2
48 | 6 | -14 | -7 | 92 | 20
49 | 3 | 10 | 0 | 78 | 3
50 | 0 | -47 | 0 | 93 | 7
51 | 0 | -40 | -2 | 94 | 16
52 | 0 | 27 | -8 | 90 | 6

Among those listed so far, four contain an NH in an aromatic ring.
entry | SMILES | Phagocytosis inh | E-sel TNF inh | PTEN del growth | MRP-1 activ | GALR2 blocker
1 | Cc1c(OCC(F)(F)F)ccnc1CS(=O)c1nc2ccccc2[nH]1 (stereo unspecified) | nt | nt | 99 | -1.1 | 4
23 | O=c1cc(-c2ccc(F)cc2F)[nH]c2ccccc12 | nt | nt | 86 | -0.9 | 6
40 | CSCCc1nc(SCC(=O)Nc2nnc(C)s2)[nH]c1C | -2 | 5 | 113 | -1.2 | -2
43 | Cc1cc(C)c2cc(CN(CCO)C(c3nnnn3Cc3ccc(F)cc3)C(C)C)c(=O)[nH]c2c1 (stereo unspecified) | -2 | 53 | 37 | -2.7 | -4

entry | NPY Y2 blocker | Yeast growth inh | Yeast life ext | bCat KO growth | Measles CPE
1 | -1 | -30 | 13 | 98 | 30
23 | 1 | -23 | 0 | 101 | 5
40 | 3 | -2 | -4 | 100 | 4
43 | 2 | -20 | -1 | 34 | 7
